GDH-TPI counter = inhibits GDH-TPI coupling enzymes, artifact for Mtb FBA screen. AID 588335. inhibition, % at 4.8 µM. GDH-TPI coupled enzyme counterscreen, NADH absorbance. actives 1.2% (n = 360,000); in the data active = inhibition above about 30%;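 also: 0% = DMSO wells and 100% = wells lacking the enzyme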
Mtb FBA inh = inhibitors of M. tuberculosis fructose-bisphosphate aldolase; actives 2.3% (n = 360,000); P9WQA3; inhibition, % at 1 µM; AID 588726; purified M. tuberculosis FBA, fluorescence read-out; in the data active = inhibition above about 27%;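 also: 0% = vehicle and 100% = reference inhibitor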
BH1578 lux ind = induces V. cholerae light production without autoinducers. V. cholerae BH1578 lux reporter, luminescence, 6 h. activation, % at 18.7 µM. actives 0.16% (n = 350,000). AID 588436; in the data active = activation mostly above about 9.7%, no sharp cut-off; inconclusive = no clear call, values can overlap the other calls; inactive = mostly below about 3.7%; also: not every result past the cut was called active; inactives centre near 0; reference of the scale not given here
TcdB inh = TcdB glycohydrolase inhibition; AID 652162; actives 0.24% (n = 350,000); TcdB glycohydrolase enzymatic assay, plate reader; inhibition, % at 9.99 µM; P18177; in the data active = inhibition above about 10%
Target sequence (P18177 whole entry, looked up): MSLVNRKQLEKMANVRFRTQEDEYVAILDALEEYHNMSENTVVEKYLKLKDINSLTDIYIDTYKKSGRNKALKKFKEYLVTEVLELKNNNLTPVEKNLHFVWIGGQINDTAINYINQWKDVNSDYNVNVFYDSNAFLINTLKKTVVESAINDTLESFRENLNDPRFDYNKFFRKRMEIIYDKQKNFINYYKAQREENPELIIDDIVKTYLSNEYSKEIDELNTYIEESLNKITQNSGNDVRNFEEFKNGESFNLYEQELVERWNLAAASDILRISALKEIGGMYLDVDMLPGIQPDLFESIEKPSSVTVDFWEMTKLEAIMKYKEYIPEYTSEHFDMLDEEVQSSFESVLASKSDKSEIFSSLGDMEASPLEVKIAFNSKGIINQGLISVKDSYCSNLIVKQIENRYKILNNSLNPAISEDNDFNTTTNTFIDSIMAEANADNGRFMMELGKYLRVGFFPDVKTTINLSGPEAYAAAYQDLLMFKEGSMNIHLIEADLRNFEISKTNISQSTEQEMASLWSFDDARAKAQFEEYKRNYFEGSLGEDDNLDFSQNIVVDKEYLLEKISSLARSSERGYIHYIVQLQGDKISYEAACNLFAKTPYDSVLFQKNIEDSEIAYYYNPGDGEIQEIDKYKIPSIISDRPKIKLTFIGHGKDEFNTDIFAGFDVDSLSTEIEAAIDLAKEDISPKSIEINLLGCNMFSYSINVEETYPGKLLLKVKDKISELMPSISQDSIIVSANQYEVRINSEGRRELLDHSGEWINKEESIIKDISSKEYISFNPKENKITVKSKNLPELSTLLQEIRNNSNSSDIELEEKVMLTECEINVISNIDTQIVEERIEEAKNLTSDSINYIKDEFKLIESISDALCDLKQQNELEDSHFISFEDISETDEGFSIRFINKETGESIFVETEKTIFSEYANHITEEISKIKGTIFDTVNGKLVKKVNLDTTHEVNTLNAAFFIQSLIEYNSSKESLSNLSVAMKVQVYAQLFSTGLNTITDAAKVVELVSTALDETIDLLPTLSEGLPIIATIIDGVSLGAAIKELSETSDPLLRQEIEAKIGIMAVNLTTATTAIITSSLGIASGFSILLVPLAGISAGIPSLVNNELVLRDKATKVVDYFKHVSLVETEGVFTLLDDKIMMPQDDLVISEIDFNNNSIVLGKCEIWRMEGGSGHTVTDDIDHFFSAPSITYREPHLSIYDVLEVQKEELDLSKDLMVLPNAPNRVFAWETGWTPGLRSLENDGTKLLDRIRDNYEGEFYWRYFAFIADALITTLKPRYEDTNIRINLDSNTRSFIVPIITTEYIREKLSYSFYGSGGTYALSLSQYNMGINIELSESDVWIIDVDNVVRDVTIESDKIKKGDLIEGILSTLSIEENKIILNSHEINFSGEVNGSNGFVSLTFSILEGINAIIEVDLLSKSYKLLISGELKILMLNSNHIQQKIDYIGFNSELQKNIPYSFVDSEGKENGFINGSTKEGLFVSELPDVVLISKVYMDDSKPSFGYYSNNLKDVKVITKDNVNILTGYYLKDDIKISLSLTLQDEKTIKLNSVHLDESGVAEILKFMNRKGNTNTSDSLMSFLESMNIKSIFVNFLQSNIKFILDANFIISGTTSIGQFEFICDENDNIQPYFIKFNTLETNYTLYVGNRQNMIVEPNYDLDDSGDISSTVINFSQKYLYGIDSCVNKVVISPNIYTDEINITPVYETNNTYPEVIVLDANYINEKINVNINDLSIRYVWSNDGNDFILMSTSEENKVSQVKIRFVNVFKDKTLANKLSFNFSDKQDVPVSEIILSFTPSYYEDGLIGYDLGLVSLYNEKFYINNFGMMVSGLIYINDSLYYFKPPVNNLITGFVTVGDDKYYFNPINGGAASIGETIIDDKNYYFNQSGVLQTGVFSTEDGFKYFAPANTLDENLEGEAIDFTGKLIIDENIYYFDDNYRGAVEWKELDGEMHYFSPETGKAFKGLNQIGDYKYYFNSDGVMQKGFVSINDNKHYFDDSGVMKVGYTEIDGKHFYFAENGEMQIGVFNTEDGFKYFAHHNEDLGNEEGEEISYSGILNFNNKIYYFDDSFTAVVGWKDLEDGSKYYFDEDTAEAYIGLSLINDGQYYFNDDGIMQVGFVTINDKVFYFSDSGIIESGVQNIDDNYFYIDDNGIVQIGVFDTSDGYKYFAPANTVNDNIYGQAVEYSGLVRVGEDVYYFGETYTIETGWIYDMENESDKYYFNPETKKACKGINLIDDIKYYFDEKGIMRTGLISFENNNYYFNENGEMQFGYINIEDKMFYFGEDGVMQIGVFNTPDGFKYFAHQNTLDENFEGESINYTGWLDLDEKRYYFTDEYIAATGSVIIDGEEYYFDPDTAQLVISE
Mtb BioA inh = inhibitors of Mycobacterium tuberculosis BioA enzyme. purified M. tuberculosis BioA enzyme, plate reader. actives 0.096% (n = 360,000). inhibition, % at 9.99 µM; in the data active = inhibition above about 40%; inconclusive = no clear call, values can overlap the other calls
Y pestis TopoI = blocks Yersinia pestis topoisomerase I activity; Y. pestis Topo-I cleavage product accumulation, plate reader; activity, % at 10 µM; actives 0.064% (n = 360,000); in the data active = activity above about 50%, passing the limit was not always enough; inconclusive = no clear call, values can overlap the other calls; also: inactives centre near 2
PfHsp40 yeast = restores yeast growth despite PfHsp40 toxicity; S. cerevisiae expressing PfHsp40, growth rescue, ATP luminescence; growth rescue, % at 12.5 µM; actives 0.68% (n = 340,000); in the data active = growth rescue above about 28%, passing the limit was not always enough; inconclusive = no clear call, values can overlap the other calls;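 also: yeast W303a lacking pdr1 and pdr3 grown in galactose medium; growth measured after three days at 30 °C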
FadD28 binding = M. tuberculosis FadD28 bisubstrate binding inhibition | FadD28 bisubstrate probe binding, fluorescence polarization | inhibition, % at 12.5 µM | actives 0.22% (n = 360,000) | AID 588549; in the data active = inhibition above about 8.5%, passing the limit was not always enough; inconclusive = no clear call, values can overlap the other calls
Mtb UGM inh = blocks M. tuberculosis UGM enzyme; actives 0.06% (n = 320,000); P9WIQ1; AID 504406; purified UGM, fluorescence polarization probe displacement; inhibition, % at 10 µM; in the data active = inhibition above about 10%, passing the limit was not always enough; inconclusive = no clear call, values can overlap the other calls
An asterisk follows results filed as active; i = inactive; ? = inconclusive; nt = no result given.

SMILES	GDH-TPI counter	Mtb FBA inh	BH1578 lux ind	TcdB inh	Mtb BioA inh	Y pestis TopoI	PfHsp40 yeast	FadD28 binding	Mtb UGM inh
Cc1nc(C(F)(F)F)ccc1C(=O)N1CCC(C)(C(=O)O)C1 (centres undefined)	3	-1	-0.4	0.0	-1.8	-2	nt	-0.2	nt
Cc1cc(C)cc(OCC(=O)OCC(=O)Nc2cc(S(=O)(=O)N3CCOCC3)ccc2Cl)c1	1	5	i	2.1	-0.1	26	?	-1.4	-2.6
Cc1c(C(=O)N(C)Cc2ccc(F)cc2)sc(=O)n1Cc1ccc(Cl)c(Cl)c1	9	0	-0.5	-1.2	1.1	40	nt	-3.0	nt
COCCN(C(=O)COC(=O)c1ccco1)c1c(N)n(Cc2ccccc2)c(=O)[nH]c1=O	2	-2	-7.1	-0.2	nt	2	0.6	-3.4	5.3
CCCCN1C(=N)N([C@@H](C)CN2CCC[C@H]2CN2C(N)=NC[C@@H]2Cc2ccccc2)C[C@H]1[C@H](C)CC	-1	3	i	-0.4	-1.6	-3	0.9	-2.8	0.6
Cc1ccc(S(=O)(=O)NC(CC(C)C)C(=O)Nc2nccs2)cc1 (centres undefined)	-13	-7	-0.4	nt	-2.1	-6	-0.6	-2.7	-2.5
COc1ccc(CNC(=O)COC(=O)[C@H](Cc2ccccc2)NC(=O)c2cccs2)cc1	7	1	-2.8	-0.6	0.7	38	-0.3	-4.1	-1.4
COc1ccc2nc(NCc3ccccc3)[nH]c2c1	4	-2	1.3	nt	-0.3	7	0.0	0.8	2.2
COc1cc2cnc(-c3cccnc3)cc2cc1OC	17	5	-0.9	2.6	46*	-1	-0.2	-0.8	3.1
CCCCOc1ccc(C(=O)N/C(=C/C=C/c2ccccc2)C(=O)O)cc1	22	-1	-0.6	2.2	nt	-5	-0.1	-3.1	4.5
CCOC(=O)CSc1nc(N2CCOCC2)c2c(c1C#N)CC(C(C)C)OC2 (centres undefined)	5	1	-0.8	1.1	0.7	2	-0.1	nt	2.0
Cc1ccc(N(C)S(=O)(=O)c2ccc(-c3cc(C)no3)s2)cc1	16	3	1.1	-1.0	-0.5	16	-0.2	-0.1	-0.6
C/C(C/C(C)=C1/SC(=S)NC1=O)=C1\SC(=S)NC1=O	16	-3	-0.4	-2.3	nt	7	3.1	20*	nt
O=C(OCCN1C(=O)c2ccccc2C1=O)[C@@H]1CC(O)CN1S(=O)(=O)c1ccccc1[N+](=O)[O-] (some centres undefined)	3	0	-2.0	0.8	-0.8	-10	0.7	-3.1	-0.2
COc1cc(NC(=O)CCS(=O)(=O)c2ccc3c(c2)n(C)c(=O)c(=O)n3C)cc(OC)c1	12	1	-0.4	1.1	-0.4	4	1.0	0.2	-1.2
O=C(COc1ccc(F)cc1Cl)Nc1ccc(N2CCOCC2)cc1N1CCOCC1	9	8	-1.4	0.1	-1.3	-3	-2.4	-0.7	3.5
CCOC(=O)CSc1nnc2n(C3CCCCC3)c(=O)c3c4c(sc3n12)CCCC4	6	2	-0.1	3.5	0.2	-7	1.4	-2.0	-0.5
CC(C)c1ccc(N=Cc2c(O)n(C3CC3)c(=S)[nH]c2=O)cc1	-4	-1	-0.7	0.6	nt	5	-0.2	-4.5	2.6
Cc1cc(OCCn2cnc3ccccc3c2=O)ccc1[N+](=O)[O-]	1	2	i	0.9	nt	0	-0.1	-0.7	1.0
CCCCn1c(N)c(N(CC(C)C)C(=O)C(C)SCc2nc3sc(C)c(C)c3c(=O)[nH]2)c(=O)[nH]c1=O (centres undefined)	1	0	i	0.6	-1.0	-1	-1.3	-0.8	2.0
CCCc1cc(=O)oc2c(C)c(OCC(=O)N3CCC(C(=O)O)CC3)ccc12	17	44*	-0.2	0.3	-1.0	1	0.5	0.7	-1.8
C=C1CCN(C(C(=O)OC)C(C)C)S(=O)(=O)c2ccccc21 (centres undefined)	8	1	i	1.9	-0.7	6	-1.1	-0.3	2.8
COc1ccc(NC(=S)NC(=NS(=O)(=O)c2ccc(Cl)cc2)c2ccccc2)cc1	-1	1	-1.3	-5.6	0.6	-4	-0.3	0.5	0.1
CC(C)c1ccc(NC2CCCN(C(=O)CCc3cnn(C)c3)C2)cc1 (centres undefined)	-2	-2	-0.3	0.8	2.8	-4	-0.1	-1.5	-1.1
Cc1ccc(NC(=O)CSc2nnc(Cn3cnc4ccccc43)o2)cc1	5	0	-0.3	nt	nt	-1	1.6	-0.3	0.5

The results go on:
SMILES	GDH-TPI counter	Mtb FBA inh	BH1578 lux ind	TcdB inh	Mtb BioA inh	Y pestis TopoI	PfHsp40 yeast	FadD28 binding	Mtb UGM inh
O=C(CCc1nnc(-c2ccc3c(c2)OCO3)o1)N(Cc1ccncc1)CC1CCCO1 (centres undefined)	-6	5	-0.3	0.7	0.6	-2	-2.4	-3.6	-1.4
Brc1ccc(-c2csc(-c3ccncc3)n2)cc1	0	-1	-0.1	nt	nt	5	1.0	-0.8	0.6
O=c1ccc(/C=C/c2ccccc2)nn1Cc1ccccc1Cl	5	12	i	nt	-0.9	8	0.1	-8.4	-1.0
O=C(Nc1cccc(Oc2ccccc2)c1)C1Cc2c(-c3ccc4c(c3)OCO4)ccnc2O1 (centres undefined)	22	8	i	0.4	-1.9	7	nt	-0.8	nt
COC(=O)CCC(C)N1CCC(Oc2ccc(C(=O)NCc3ccccn3)cc2)CC1 (centres undefined)	-4	-3	-0.7	1.5	nt	6	-1.0	0.6	nt
Cc1c(NC(=O)c2ccc3c(c2)OCO3)cccc1-c1nc2ncccc2o1	-5	0	-0.1	2.5	3.1	5	0.4	-2.5	-2.1
CC(C)C(O)(c1ccccc1)C(CN1CCOCC1)c1ccccc1 (centres undefined)	2	2	-0.5	1.9	0.5	22	0.0	-2.7	2.0
CN1CCN(C(=O)c2cc(-c3ccco3)on2)CC1	-4	0	i	nt	0.2	-1	0.5	-0.2	0.2
CC(=O)c1cccc(NC(=O)c2cc(S(=O)(=O)N3CCOCC3)cs2)c1	-5	-3	-7.7	0.4	1.6	2	-1.0	0.1	2.6
Cc1cnc(CN(C)Cc2c(C(=O)N3CCCCCCC3)nc3ccc(Cl)cn23)[nH]1	6	3	-1.6	-0.4	1.3	13	0.0	-0.9	-3.2
CCOC(=O)C1CCCCN1C(=O)c1cc2ccc(OC)cc2c2cc(OC)c(OC)cc12 (centres undefined)	6	7	-0.5	0.0	-1.0	25	-0.7	-1.4	nt
Cc1cccc2c(=O)c(Br)c(C)n(Cc3ccccc3)c12	-1	5	-0.6	1.7	nt	13	3.1	1.3	1.1
C/C(=N/NC(=O)c1ccccn1)c1ccc(O)cc1	32*	0	-3.7	-13	-1.2	-2	-1.0	-0.5	-1.6
COc1ccc(C2CC(=O)C(C3NCCc4ccccc43)=C(O)C2n2cncn2)cc1 (centres undefined)	11	1	i	0.4	nt	-3	-0.6	-1.2	1.4
CCCCN(C(=O)CNC(=O)c1ccco1)C(C(=O)NC1CCCCC1)c1ccc(OC)cc1OC (centres undefined)	0	2	i	nt	-0.4	-3	0.3	-4.4	2.2
CC(=O)N1CCN=C1SCc1ccc(C(F)(F)F)cc1	11	4	-0.3	-0.8	-0.8	3	0.8	0.3	-2.8
COc1ccc([C@H]2N[C@]3(CCCN(Cc4ccc(F)cc4)C3=O)[C@H]3C(=O)N(C)C(=O)[C@@H]23)cc1	2	-1	-1.1	-0.8	-0.5	2	nt	-0.2	nt
CN(C)c1nc(C(=O)Nc2ccccc2)nc(N(C)C)n1	5	4	i	nt	0.8	6	1.1	-0.2	-2.0
CCCOc1cc(C)c(Cl)cc1S(=O)(=O)N(CC)CC	-1	-6	-0.2	nt	0.8	21	1.3	-3.4	-0.6
O=C(CCCCCNC(=O)c1ccccc1Br)N=Nc1c(O)[nH]c2ccccc12	22	3	i	0.6	nt	10	1.5	-0.5	-0.2
OCCn1cnc2c(SCc3ccccc3)ncnc21	0	1	-5.6	0.8	1.8	-4	-1.5	nt	nt
Cc1cc(C)cc(OCCCC(=O)O)c1	1	7	0.4	nt	0.7	-8	2.8	-1.0	-2.0
COc1ccc(-n2c(COc3cccc(C)c3)nnc2SCC(=O)NCc2ccco2)cc1	8	2	-0.5	nt	8.3	21	1.8	-5.5	2.3
O=C(O)CCCC(=O)Nc1ccc(OCc2nc3ccccc3s2)cc1	-2	1	-2.1	0.2	-1.3	6	0.4	3.6	0.2
Cc1cccc(C(=O)NNC(=O)c2c(O)c3ccccc3n(C)c2=O)c1	-1	0	-0.5	-0.7	-1.0	11	13	-3.9	1.1

Entries of single compounds as entered above.
`Cc1cccc(C(=O)NNC(=O)c2c(O)c3ccccc3n(C)c2=O)c1` is listed as GDH-TPI counter: -1; Mtb FBA inh: 0; BH1578 lux ind: -0.5; TcdB inh: -0.7; Mtb BioA inh: -1.0; Y pestis TopoI: 11; PfHsp40 yeast: 13; FadD28 binding: -3.9; Mtb UGM inh: 1.1
`Cc1cnc(CN(C)Cc2c(C(=O)N3CCCCCCC3)nc3ccc(Cl)cn23)[nH]1` is listed as GDH-TPI counter: 6; Mtb FBA inh: 3; BH1578 lux ind: -1.6; TcdB inh: -0.4; Mtb BioA inh: 1.3; Y pestis TopoI: 13; PfHsp40 yeast: 0.0; FadD28 binding: -0.9; Mtb UGM inh: -3.2
`O=c1ccc(/C=C/c2ccccc2)nn1Cc1ccccc1Cl` is listed as GDH-TPI counter: 5; Mtb FBA inh: 12; BH1578 lux ind: i; TcdB inh: nt; Mtb BioA inh: -0.9; Y pestis TopoI: 8; PfHsp40 yeast: 0.1; FadD28 binding: -8.4; Mtb UGM inh: -1.0

Next section
SMILES	GDH-TPI counter	Mtb FBA inh	BH1578 lux ind	TcdB inh	Mtb BioA inh	Y pestis TopoI	PfHsp40 yeast	FadD28 binding	Mtb UGM inh
Cc1[nH][nH]c(=O)c1C=NCc1cccs1	7	0	-5.6	0.8	-0.7	-1	-0.1	-1.8	2.1
CCCSP1(=S)NCCCO1 (centres undefined)	-12	2	nt	nt	-1.2	15	-1.0	-0.6	-2.0
C[C@H]1COC(=O)[C@@H](CC(=O)OC(C)(C)C)C/C=C\C[C@@H](CC(=O)N[C@H](CO)Cc2ccccc2)C(=O)N1	2	1	1.0	1.4	12	-1	0.5	-0.6	1.3
S=C(NCc1cccnc1)Nc1ccc(Cl)c(Cl)c1	9	2	-0.9	0.6	8.1	1	-0.2	-8.6	2.7
CCC1CCCCN1C(=O)C1CC(c2cc(Cl)c(OC)cc2OC)=NO1 (centres undefined)	7	4	1.5	nt	-1.6	20	1.8	-0.8	0.1
CCCCOc1ccc(C(=O)NNC(=O)c2cnccn2)cc1OC	18	2	i	1.3	-0.8	-1	-0.5	-0.9	-1.2
Cn1cccc1/C=C1\SC(=S)N(NC(=O)c2ccccc2O)C1=O	33*	-39	-0.4	0.7	nt	-6	-0.4	1.7	4.8
CCOC(=O)N1CCN(CC(O)COCc2ccc(OC)c(OC)c2)CC1 (centres undefined)	3	-1	0.2	nt	nt	1	0.2	-0.6	-0.7
CCOC(=O)N(c1ccccc1)P1(=S)OCCO1	6	5	-5.0	nt	-4.0	-3	-2.7	-0.3	2.0
Cc1cccc(C)c1Nc1ncnc2ccccc12	-7	-2	i	1.5	-1.1	-1	1.9	-3.6	-1.2
COc1ccc(C(=O)NC(C)c2nnc(SCC(=O)NC3CCCCC3)n2C)cc1 (centres undefined)	-1	-1	i	1.2	-2.1	0	0.8	0.8	0.6
COCCN(CCOC)S(=O)(=O)c1ccc(/C(O)=C(\C#N)c2nc3ccccc3[nH]2)cc1	43*	3	-0.2	0.0	-1.4	1	-1.6	2.3	2.3
CCOC(=O)c1ccc(COc2nc3ccccc3nc2-c2ccccc2NC(C)=O)o1	18	-1	i	nt	-1.9	9	-0.8	-1.1	-0.8
O=C(NCCc1ccccc1)C1(c2ccccc2)CCCC1	-2	3	-0.4	1.7	-0.2	12	1.1	-1.3	1.0
Cc1nn(CC(=O)Nc2ccc(S(=O)(=O)N(C)C)cc2)c(C)c1[N+](=O)[O-]	4	0	-0.7	-0.5	nt	3	0.8	-1.9	0.2
O=C(N=C1c2ccccc2CN1c1ccc(F)cc1)c1ccc(Cl)nc1	1	3	0.2	nt	-0.1	-6	1.0	-3.1	1.2
O=C(Cn1c(=O)c(=O)n(Cc2ccccc2)c2ccc(Cl)cc21)Nc1cccc(F)c1	12	1	-0.3	nt	-0.6	3	-1.4	-2.1	0.9

Screening data: PubChem BioAssay, several laboratories
